Assay outcomes deposited in PubChem BioAssay by several laboratories.
eLon inh: inhibitors of E. coli Lon protease, primary screen, biochemical, fluorescence polarization. actives 0.42% (n = 360,000). inhibition, % at 7.94 µM. AID 602123, 2011. P0A9M0. purified E. coli Lon protease; in the data active means inhibition above about 13%, passing the limit was not always enough;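 further: 0% = enzyme with probe and DMSO and 100% = no enzyme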
Target sequence (P0A9M0 whole entry, looked up): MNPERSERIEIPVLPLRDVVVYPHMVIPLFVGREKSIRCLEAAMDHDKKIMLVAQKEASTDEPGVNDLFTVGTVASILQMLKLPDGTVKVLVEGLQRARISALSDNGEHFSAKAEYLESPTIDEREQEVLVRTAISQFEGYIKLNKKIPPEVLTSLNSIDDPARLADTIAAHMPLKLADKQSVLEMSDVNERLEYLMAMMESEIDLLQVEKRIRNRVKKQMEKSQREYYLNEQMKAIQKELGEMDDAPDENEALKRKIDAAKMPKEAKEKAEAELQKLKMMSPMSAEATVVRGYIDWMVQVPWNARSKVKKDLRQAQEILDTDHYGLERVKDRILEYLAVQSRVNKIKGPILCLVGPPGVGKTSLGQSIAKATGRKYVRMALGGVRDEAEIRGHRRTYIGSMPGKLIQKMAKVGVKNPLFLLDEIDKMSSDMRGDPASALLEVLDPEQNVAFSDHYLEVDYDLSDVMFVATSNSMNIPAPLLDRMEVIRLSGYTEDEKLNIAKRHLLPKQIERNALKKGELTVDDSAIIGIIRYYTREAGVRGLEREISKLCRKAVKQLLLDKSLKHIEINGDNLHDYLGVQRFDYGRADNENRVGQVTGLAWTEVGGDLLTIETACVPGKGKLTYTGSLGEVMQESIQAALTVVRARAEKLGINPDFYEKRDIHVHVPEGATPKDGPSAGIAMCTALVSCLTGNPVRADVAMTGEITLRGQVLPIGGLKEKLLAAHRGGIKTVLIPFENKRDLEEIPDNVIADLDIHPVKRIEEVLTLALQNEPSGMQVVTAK
Tb MetRS inh: T. brucei MetRS inhibitors, primary screen, biochemical, luminescence. inhibition, % at 11.9 µM. actives 0.4% (n = 360,000). purified T. brucei MetRS, ATP depletion, Kinase-Glo luminescence;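 active means inhibition above a per-plate cutoff of the control wells' mean inhibition plus 3 SD, cut at about 5.5% in these data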;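 further: 0% = DMSO wells median and 100% = median of wells with control inhibitor compound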
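Test system: purified T. brucei MetRS enzyme. Also added: ATP, methionine and E. coli bulk tRNA substrates. Compound: 11.9 µM single point. Schedule: 15 min enzyme-compound preincubation, 2 h reaction, 10 min detection, 25 °C. Signal: luciferase luminescence of residual ATP, Kinase-Glo. Evaluation: percent inhibition versus plate control medians. Controls: DMSO wells, low control.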
FAS-TE inh: FAS thioesterase domain inhibitors, primary screen, biochemical, fluorescence intensity, uHTS | Fatty acid synthase (Homo sapiens), P49327 | AID 602261, 2012 | recombinant FAS-TE, OMFH fluorogenic substrate, fluorescence endpoint | actives 0.67% (n = 360,000) | inhibition, % at 15 µM;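 active means compounds whose normalised, plate-corrected inhibition of enzyme fluorescence in the single-dose primary screen is 50% or more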;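 further: 0% = DMSO with enzyme and 100% = substrate without enzyme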
Rin1 Abl inh: inhibitors of Rin1-Abl protein binding, primary screen, biochemical, TR-FRET | AID 588664, 2011 | inhibition, % at 7.35 µM | actives 0.4% (n = 360,000); in the data active means inhibition above about 5%, passing the limit was not always enough
CSN deneddyl inh: inhibitors of CSN-mediated cullin deneddylation, primary screen, biochemical, fluorescence polarization, uHTS; Purified CSN, SCF-Nedd8-OG deneddylation; inhibition, % at 12.5 µM; actives 0.38% (n = 360,000); AID 651999, 2013;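 active means pattern-corrected inhibition above about 35%, with an unprinted fluorescence ratio check between 0.5 and 1.5, limit read from the data, passing the limit was not always enough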;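 further: 0% = enzyme with substrate and 100% = substrate without enzyme; some results filed as inactive read as strong as hits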
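Assay system: Purified human Csn5 enzyme expressed in HEK293T cells | Amount: Enzyme 0.24 nM | Measured by: Fluorescence polarization readout | Medium: Tris/NaCl/DTT buffer, pH 7.5 | Compound dosing: One concentration, 12.5 µM, 0.25% DMSO | Times: 90 min incubation of compound, enzyme and substrate at room temperature | Control set: no-enzyme wells high, enzyme-with-substrate wells low | Read-out: % inhibition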
MLLE-PAM2 inh: inhibitors of PABP1 MLLE–PAM2 peptide binding, primary screen, biochemical, fluorescence polarization, FITC-PAM2, GST-MLLE. inhibition, % at 20 µM. actives 0.36% (n = 360,000); in the data active means inhibition above about 35%, passing the limit was not always enough;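 further: plate controls were DMSO wells with GST-MLLE for no effect and wells lacking GST-MLLE protein for full effect; some results filed as inactive read as strong as hits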
Neddyl block: inhibitors of cullin neddylation, primary screen, biochemical, TR-FRET, uHTS, NAE and Ubc12; NEDD8-conjugating enzyme Ubc12 (Homo sapiens) + NEDD8-activating enzyme E1 regulatory …; calls only at 25 µM; actives 0.58% (n = 360,000); AID 651699, 2012; in the data active means inhibition above about 36%
bovine MsrA act: bovine MsrA enzyme activators, primary screen, biochemical, absorbance, HTS; Methionine sulfoxide reductase A (Bos taurus); purified bovine MsrA, absorbance read-out; activation, % at 10.6 µM; actives 0.3% (n = 360,000); in the data active means activation above about 7.5%;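 further: 0% = vehicle and 100% = reference activator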
MsrA inhibitor: bovine MsrA enzyme inhibitors, primary screen, biochemical, absorbance, HTS. Methionine sulfoxide reductase A (Bos taurus). purified bovine MsrA, absorbance read-out. inhibition, % at 15.5 µM. actives 0.75% (n = 360,000). AID 651718, 2012; in the data active means inhibition above about 4.5%;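 further: 0% = vehicle wells with enzyme and 100% = reference inhibitor wells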
Active calls of the source: *; i = inactive; . = no result given.

SMILES	eLon inh	Tb MetRS inh	FAS-TE inh	Rin1 Abl inh	CSN deneddyl inh	MLLE-PAM2 inh	Neddyl block	bovine MsrA act	MsrA inhibitor
O=C(c1ccc(C(F)(F)F)cc1)N1CCC(=O)N(C(COCc2ccccc2)Cc2ccccc2)CC1 (configuration not stated)	-9	-0.6	32	3	-1	-1	i	-5	-0.1
CCOc1ccc2[nH]c(=O)c(CN(CCc3ccccc3)C(=O)N3CCOCC3)cc2c1	6	-0.3	0	-4	3	11	i	-4	-1.1
COc1ccc2[nH]c3c(c2c1)CCN1C(=O)N([C@@H](C)C(=O)NC2CCCC2)C(=O)[C@]31C	-2	-0.6	-2	1	1	-2	i	-3	0.2
O=C(NNc1ccc([N+](=O)[O-])cc1)C1CC2CCCC(C1)C2=O (configuration not stated)	2	-0.6	12	-4	-2	1	i	-1	1.7
O=C(COC(=O)Cc1ccsc1)NCC12CC3CC(CC(C3)C1)C2	0	-0.6	4	1	-4	-6	i	0	0.5
O=C(NCc1cccnc1)c1ccc(COc2ccccc2Cl)cc1	-8	-0.4	-2	-5	-2	16	i	-3	-0.7
CC(C)(C)NC(=O)Cn1nc(C(F)(F)F)c2c1CCCC2	6	0.1	-5	2	-9	-3	i	-2	0.6
CCOc1ccc(/C=N/NC(=O)c2ccccc2Cl)cc1CN1CC2CC(C1)c1cccc(=O)n1C2 (configuration not stated)	1	-0.4	-3	0	1	8	i	-14	1.3
O=S(=O)(c1cccc(Br)c1)N1CCN(c2ncnc3scc(-c4ccccc4)c23)CC1	5	-0.1	30	-1	-5	10	i	-3	1.6
COc1ccc(CN2CCOCCOCCOCCOCC2)cc1	4	0.0	-8	1	-4	6	i	-1	1.6
O=c1c(-c2cccc(Cl)c2)c[nH]n1-c1ccccc1	0	-0.4	-4	1	-1	-7	i	-2	-0.8
CC(=O)C[C@H]1c2ccccc2S(=O)(=O)N1c1ccccc1	4	-0.1	-10	0	-4	-1	i	-1	0.8
c1ccc(NN=C(c2ccccc2)c2cccs2)cc1	1	-0.3	26	-6	3	-21	i	2	0.6
FC(F)(F)c1cc(-c2ccco2)nc(N2CCN(c3ccccc3)CC2)n1	0	0.3	17	0	0	-10	i	-2	-0.5
COc1ccc(N(CC(=O)N2CCOCC2)S(=O)(=O)c2ccccc2)cc1Cl	0	-0.6	-5	0	-4	-3	i	-3	-0.1
CCOc1ccc(CN(C)C(=O)CCc2ccc(S(=O)(=O)N3CCCCCC3)cc2)cc1	3	-0.7	28	2	0	-7	i	-9	0.5
CC(=O)c1c(C)[nH]c(C(=O)Nc2ccc(Cl)c(S(=O)(=O)N3CCOCC3)c2)c1C	1	0.1	2	2	-4	2	i	-9	-0.2
Cc1ccc(N(CCC#N)C(=O)COC(=O)c2ccccc2SCC(=O)N2CCCC2)cc1	-10	0.1	-3	1	0	-2	i	1	0.0
Cc1csc(NC(=O)CSc2nc3sc(C)c(C)c3c(=O)[nH]2)n1	-8	-1.2	4	2	20	-32	i	-11	-0.8
O=C(CCN1CCCCC1)Nc1ccc(F)c(F)c1	-1	0.0	-6	3	1	0	i	-3	0.0

The final 5 compounds of the part above open the next one:
SMILES	eLon inh	Tb MetRS inh	FAS-TE inh	Rin1 Abl inh	CSN deneddyl inh	MLLE-PAM2 inh	Neddyl block	bovine MsrA act	MsrA inhibitor
CCOc1ccc(CN(C)C(=O)CCc2ccc(S(=O)(=O)N3CCCCCC3)cc2)cc1	3	-0.7	28	2	0	-7	i	-9	0.5
CC(=O)c1c(C)[nH]c(C(=O)Nc2ccc(Cl)c(S(=O)(=O)N3CCOCC3)c2)c1C	1	0.1	2	2	-4	2	i	-9	-0.2
Cc1ccc(N(CCC#N)C(=O)COC(=O)c2ccccc2SCC(=O)N2CCCC2)cc1	-10	0.1	-3	1	0	-2	i	1	0.0
Cc1csc(NC(=O)CSc2nc3sc(C)c(C)c3c(=O)[nH]2)n1	-8	-1.2	4	2	20	-32	i	-11	-0.8
O=C(CCN1CCCCC1)Nc1ccc(F)c(F)c1	-1	0.0	-6	3	1	0	i	-3	0.0
Cc1c(Cl)ccc2c1NC(=O)[C@]21N[C@@H](CCC(N)=O)[C@H]2C(=O)N(c3ccc(F)cc3)C(=O)[C@H]21	-4	-0.8	-4	0	4	2	i	-1	-0.1
Clc1ncccc1-c1nc2ccccc2n1Cc1ccccc1	-7	-0.3	-3	5	2	-3	i	-2	.
O=C(O)C(c1ccccc1)N1CCCC1 (configuration not stated)	2	0.0	-4	0	1	2	i	0	-0.3
CS(=O)(=O)N(Cc1ccc(Cl)cc1)c1ccc(C(=O)NCCSCc2ccco2)cc1	-8	-0.2	19	3	0	18	i	1	-0.1
NC(=O)c1ccc(OCC(=O)N2CCNC2=O)cc1	-11	-0.1	-9	3	-8	-7	i	3	-0.1
Cc1cc(=O)oc2cc(OC(C)C(=O)N3CCCc4ccccc43)ccc12 (configuration not stated)	-6	-1.9	-3	-3	-1	2	i	-8	3.2
Cc1cc2c(cc1S(N)(=O)=O)S(=O)(=O)CCC2	1	0.0	-2	-2	3	-2	i	0	-1.2
CCOC(=O)Cc1c(C)nc2c(-c3ccc(Cl)cc3)c[nH]n2c1=O	3	0.5	-2	3	-1	3	.	1	0.9
COc1ccc(-c2c(C(C)=O)c(C)nc3sc4c(=O)[nH]nnc4c23)cc1	5	-1.5	-8	-4	-12	1	i	-14	0.9
Cc1nc2nc(SCC(N)=O)[nH]c2cc1Br	4	-0.6	-1	3	-3	-61	i	-1	0.2
CCOc1ccc(NC(=O)NNC(=O)c2cccnc2)cc1	-3	0.3	-5	-1	-1	2	i	-6	0.8
C=CCOCCN(C)C1=NS(=O)(=O)c2cc([N+](=O)[O-])ccc21	1	-0.5	3	-3	-6	13	i	1	14*
CN(C)P(=O)(Nc1cccc2ccccc12)Nc1cccc2ccccc12	2	0.5	1	1	1	1	i	0	-0.6
Cc1cccc(CN2CCN(c3nc4nonc4nc3NC3CC3)CC2=O)c1	-4	-0.8	-11	0	0	-7	i	-10	1.1
CCOc1ccccc1NC(=O)c1cccc(N2C(=O)CCC2=O)c1	9	-0.2	-1	1	0	8	i	-5	0.0
COCCNC(=O)CS(=O)(=O)Cc1nc(-c2ccc(C)cc2)oc1C	-5	-0.3	-3	-2	-4	5	i	-1	0.4
Cc1c(N)c(C(C)(C)C)cc(C(C)(C)C)c1[N+](=O)[O-]	7	-0.5	30	0	3	5	i	3	-0.2
O=C1CSC(c2cn(-c3ccccc3)nc2-c2cccs2)N1CC1CCCO1 (configuration not stated)	-2	-0.6	9	-1	0	20	i	3	2.1
COc1cc(C(=O)N(Cc2ccco2)Cc2cc3ccccc3[nH]c2=O)cc(OC)c1OC	4	-0.2	-2	0	6	5	i	-4	1.1
CCOc1ccc(C(=O)OCC(=O)NCCCc2ccccc2)cc1	8	-0.8	11	1	2	-24	i	-4	-0.7
COc1ccc(S(=O)(=O)NC2CCc3ccccc32)cc1OC (configuration not stated)	5	0.5	0	2	-4	-1	i	0	0.9
Cc1cccc(OCC(O)CN2C(C)(C)CC(O)CC2(C)C)c1C (configuration not stated)	4	-0.5	-10	-3	1	10	i	-2	0.3
S=c1[nH]nc(COc2ccc3ccccc3c2)o1	6	-0.9	0	3	0	-37	i	-1	-0.4
CCN(C(=O)c1cc(Cl)ccc1OC)c1ccccc1C	8	-0.3	-3	2	-3	2	i	1	0.4
COc1ccc2oc(C)c(C(=O)c3ccccc3)c2c1	-7	2.4	22	-1	7	3	i	-2	-1.2
CCOc1ccc(CCNC(=O)Cc2ccc(NC(=O)C3=C(C)OCCS3)cc2)cc1	6	-0.7	1	-2	-4	20	i	-4	0.5
O=C(CC(=O)N/N=C/c1ccc(Cl)cc1Cl)NCc1ccccc1	-5	-0.1	-2	0	-1	6	i	3	-0.9
O=C(NC1CCCCNC1=O)c1ccco1 (configuration not stated)	-7	-1.7	-7	-2	2	-6	i	-12	-0.9
COc1cccc(C(N)c2nc(-c3csc4ccccc34)cs2)c1 (configuration not stated)	-5	-0.3	16	-1	0	-5	i	0	.
COc1ccc(OCCOC(=O)CNC(=O)c2ccc(C)cc2)cc1	10	2.6	-6	3	-1	-10	i	-3	-0.5

Ordered by value in Tb MetRS inh (descending): 4 from the list above
SMILES	Tb MetRS inh
O=C(CC(=O)N/N=C/c1ccc(Cl)cc1Cl)NCc1ccccc1	-0.1
CCN(C(=O)c1cc(Cl)ccc1OC)c1ccccc1C	-0.3
Cc1cccc(OCC(O)CN2C(C)(C)CC(O)CC2(C)C)c1C (configuration not stated)	-0.5
S=c1[nH]nc(COc2ccc3ccccc3c2)o1	-0.9

(continued)
SMILES	eLon inh	Tb MetRS inh	FAS-TE inh	Rin1 Abl inh	CSN deneddyl inh	MLLE-PAM2 inh	Neddyl block	bovine MsrA act	MsrA inhibitor
CCCCc1ccc(NC(=S)NCc2ccccc2OC)cc1	-1	0.2	-5	1	-3	5	i	-4	0.2
CN(C)S(=O)(=O)c1ccc2nnn(OCC(=O)NC34CC5CC(CC(C5)C3)C4)c2c1	-2	1.2	4	0	0	6	i	-1	0.4
COc1cccc(NC(=O)COC(=O)c2ccco2)c1	6	-0.3	-3	-2	-1	-5	i	0	-0.8
Cc1cc(=O)n2nc(N3CCCC(C(=O)N4CCOCC4)C3)sc2n1 (configuration not stated)	-9	-1.4	-9	1	-3	5	i	-9	0.9
COc1ccc(-c2cc(=O)[nH]c(NCc3ccccc3)n2)cc1	-9	-0.4	4	3	0	17	i	-10	0.1
CCN(C[C@H]1N[C@@](Cc2ccccc2)(C(=O)OC)[C@H]2C(=O)N(C)C(=O)[C@@H]12)C(=O)Nc1ccc(C)cc1	-10	-2.4	-6	0	0	-2	i	-9	-0.3
CCC(C)(C)n1nnnc1CN1CCN(C(c2ccccc2)c2ccccc2)CC1	-5	-0.3	26	-1	5	4	i	6	-0.4

Structures listed so far shown as hits in MsrA inhibitor.
Molecule | eLon inh | Tb MetRS inh | Rin1 Abl inh | CSN deneddyl inh | MLLE-PAM2 inh | Neddyl block | bovine MsrA act | MsrA inhibitor
C=CCOCCN(C)C1=NS(=O)(=O)c2cc([N+](=O)[O-])ccc21 | 1 | -0.5 | -3 | -6 | 13 | i | 1 | 14*
